Screens: PubChem, The Scripps Research Institute Molecular Screening Center
CHO-K1 Ca antag = counter-screen for M1 antagonists: effect in parental CHO-K1 cells. ATP-induced calcium, Fluo-8 fluorescence. 0.6% of 360,000 active. inhibition, % at 3 µM. AID 602250;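 active means inhibition above a per-plate cutoff, the plate's mean sample inhibition plus 3 SD, cut at about 24% in these data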;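 further: 0% = DMSO plus EC80 ATP and 100% = DMSO alone without ATP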
M1 PAM parental = nonselective activator or artifact in parental CHO-K1 calcium assay | ATP EC20, Fluo-8 calcium fluorescence; 0% at ATP EC20, 100% at ATP max | activation, % at 3 µM | 0.02% of 360,000 active | AID 602247;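 active means activation above the run cutoff, the mean activation of all test compounds plus 3 SD, cut at about 40% in these data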;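 further: peak over basal fluorescence ratio in a 140 s read after ATP addition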
CHO-K1 Ca ag = nonselective activator or artifact in parental CHO-K1 cells; activation, % at 3 µM; Fluo-8 calcium fluorescence; scaled to maximal ATP response, vehicle zero; AID 602248; 0.48% of 360,000 active; in the data active means activation above about 15%;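 further: untransfected CHO-K1 host cells lacking M1 receptor as counterscreen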
OXTR potentiator = human OXTR potentiation; CHO-OTR cells, Fluo-8 calcium fluorescence, potentiator mode; 0% = oxytocin EC15, 100% = EC100; activation, % at 3 µM; P30559; AID 2445; 0.061% of 320,000 active;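 active means activation above that plate's cutoff, the mean activation of tested compounds plus 3 SD, cut at about 6.6% in these data, passing the limit was not always enough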;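 further: 100% uses oxytocin at 75 nM as the full agonist control; some results filed as inactive read as strong as hits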
Target sequence (P30559 whole entry, looked up): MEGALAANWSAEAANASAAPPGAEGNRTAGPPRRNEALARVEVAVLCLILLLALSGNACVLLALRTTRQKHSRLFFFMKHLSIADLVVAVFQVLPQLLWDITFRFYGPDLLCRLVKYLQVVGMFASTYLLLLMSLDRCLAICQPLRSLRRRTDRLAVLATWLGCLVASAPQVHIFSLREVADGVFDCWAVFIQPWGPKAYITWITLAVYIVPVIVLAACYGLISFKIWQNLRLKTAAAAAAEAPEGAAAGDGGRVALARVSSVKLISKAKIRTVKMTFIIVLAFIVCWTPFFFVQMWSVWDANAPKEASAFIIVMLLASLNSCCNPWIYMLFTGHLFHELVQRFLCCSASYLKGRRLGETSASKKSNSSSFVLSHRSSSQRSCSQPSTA
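Material: human OTR in CHO cells. Compound: 3.0 µM, one dose. Timing: compound 6 min at room temperature before oxytocin, 100 s read. Evaluation: % activation of max/min ratio relative to oxytocin controls. Replication: single well per compound, singlicate. Signal: Fluo-8 calcium dye fluorescence.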
CHO parental Ca = counter-screen: ATP calcium response change in parental CHO cells. parental CHO-K1, ATP-induced calcium, Fluo-8 fluorescence. inhibition, % at 5.6 µM. 0.63% of 330,000 active. AID 463079;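 active means inhibition above that plate's mean sample inhibition plus 3 SD, cut at about 26% in these data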;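 further: 0% = ATP-challenged DMSO wells and 100% = DMSO wells without ATP; some compounds past the cut are filed as inactive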
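Assay system – parental CHO cells · Reagent – ATP stimulus · Detection – intracellular calcium via Fluo-8 no-wash fluorescent dye · Evaluation – percent inhibition of ATP-evoked calcium rise, normalized to controls · Controls – ATP wells versus no-ATP DMSO wells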
V1aR counter = counter-screen for oxytocin receptor agonists: human V1a receptor agonists; activation, % at 3 µM; CHO-V1R cells, Fluo-8 calcium fluorescence, agonist mode; 0% DMSO, 100% 3 nM vasopressin; 0.25% of 320,000 active; AID 2797;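 active means activation above the mean activation of all tested compounds plus 3 SD, per screening run, cut at about 20% in these data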;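 further: signal is peak over basal fluorescence ratio across a 100 second FLIPR read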
Target sequence (P37288 whole entry, looked up): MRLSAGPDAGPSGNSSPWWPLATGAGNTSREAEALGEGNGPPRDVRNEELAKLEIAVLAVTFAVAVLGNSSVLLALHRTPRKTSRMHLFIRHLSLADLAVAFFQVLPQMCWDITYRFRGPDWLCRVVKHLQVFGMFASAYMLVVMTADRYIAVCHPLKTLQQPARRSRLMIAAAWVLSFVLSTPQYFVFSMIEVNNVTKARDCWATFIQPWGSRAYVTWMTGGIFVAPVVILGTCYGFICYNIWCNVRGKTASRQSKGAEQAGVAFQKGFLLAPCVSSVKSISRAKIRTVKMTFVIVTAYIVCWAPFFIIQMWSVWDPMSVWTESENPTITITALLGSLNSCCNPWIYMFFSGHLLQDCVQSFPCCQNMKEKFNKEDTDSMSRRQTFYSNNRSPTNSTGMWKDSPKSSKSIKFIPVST
TAAR1 antagonist = antagonists of human TAAR1; inhibition, % at 3 µM; CHO RD-HGA16 TAAR1, Fluo-8 calcium fluorescence, antagonist; 1.5% of 360,000 active; Q96RJ0;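 active means inhibition above a per-plate cutoff, the mean inhibition of test compounds on that plate plus 3 SD, cut at about 49% in these data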;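 further: 0% = DMSO plus EC80 beta-PEA response and 100% = DMSO alone without agonist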
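Test system: hTAAR1-expressing CHO RD-HGA16 cells, Gα16-coupled; Probe or stimulus: EC80 β-phenethylamine stimulus; Compound dosing: single nominal final test compound concentration of 3 µM; Timing: 140 s kinetic read after compound, 140 s after agonist; Signal: Fluo-8 calcium-sensitive fluorescence; Measure: % inhibition of agonist calcium response; Controls: DMSO and EC80 PEA controls.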
M1 ag = human M1 muscarinic receptor agonism; CHO-K1 hM1, Fluo-8 calcium fluorescence, agonist mode; 0% DMSO, 100% acetylcholine EC100; activation, % at 3 µM; 0.33% of 360,000 active;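 active means activation above the run's mean compound activation plus 3 SD, cut at about 16% in these data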;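 further: peak over basal fluorescence ratio within a 140 s kinetic read after compound addition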
TAAR1 ag = human TAAR1 agonism | activation, % at 3 µM | 0.99% of 360,000 active | CHO RD-HGA16 TAAR1, Fluo-8 calcium fluorescence; vehicle wells 0%, saturating PEA agonist 100% | Q96RJ0;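 active means activation above the mean activation of all test compounds in the run plus 3 SD, cut at about 38% in these data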
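Repeats: no replicates (n 1) | Material: CHO-derived RD-HGA16 cells with stable Gα16 and human TAAR1 | Technique: Kinetic Fluo-8 calcium fluorescence | Schedule: 17-24 h seeding, 75 min 37 °C dye, 30 min RT | Evaluation: % activation from peak over basal fluorescence ratio, DMSO-to-PEA scaled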
* hit, by the source's call; . = no result given.

SMILES	CHO-K1 Ca antag	M1 PAM parental	CHO-K1 Ca ag	OXTR potentiator	CHO parental Ca	V1aR counter	TAAR1 antagonist	M1 ag	TAAR1 ag
O=C1N(c2cccc(Cl)c2)C(c2ccc(Cl)cc2)N2CCCN12 (configuration not stated)	-8	15	0.6	1	-23	-0.7	1	-7	3
CCn1c(=O)c(C(=O)NNC(=O)Cc2ccccc2)c(O)c2ccccc21	-2	10	8.6	-9	-3	-0.1	0	-7	0
COC(=O)c1[nH]c2ccccc2c1NC(=O)CN1CCC(C(N)=O)(N2CCCCC2)CC1	-1	10	4.2	-7	-17	2.2	40	-5	18
CCN(CC)C(=O)CSc1ncnc2c(-c3cccs3)nsc12	-10	18	0.8	-11	-19	1.3	22	-4	3
CC1CCCCC1NC(=O)COC(=O)COc1ccccc1F (configuration not stated)	2	1	-0.1	-5	0	-0.2	9	1	3
COc1ccc2oc(C(=O)NCC(c3ccco3)N(C)C)c(C)c2c1 (configuration not stated)	5	-21	0.3	-8	-18	-0.8	-7	-7	1
CC(C)(C)c1ccc(OCCn2nc(C(=O)O)c3ccccc3c2=O)cc1	4	17	9.8	-15	29*	5.5	49*	0	6
O=C(c1cnccn1)N1CCN(c2ccccc2F)CC1	-11	32	1.4	-7	-3	0.3	-2	1	0
Cn1nc(C(F)(F)F)c2cc(C(=O)N3CCOCC3)sc21	-14	12	0.9	-10	-5	0.7	5	-6	10
Cc1nnc(SCC(=O)Nc2sccc2C(N)=O)s1	1	-3	0.9	-8	-8	2.0	6	-1	1
C[C@@H]1O[C@@H](O[C@@H]2[C@@H](O)[C@H](OCCc3ccc(O)c(O)c3)O[C@H](CO)[C@H]2OC(=O)/C=C/c2ccc(O)c(O)c2)[C@H](O)[C@H](O)[C@H]1O	2	-9	-0.2	4	0	0.8	3	-6	11
CC(Nc1nc(N2CCCC2)nc2ccccc12)c1ccccc1 (configuration not stated)	7	8	0.0	-2	-16	4.6	-16	-3	3
Cc1ccc(Nc2nc(-c3ccccc3)c(CC(=O)O)s2)cc1	7	-4	0.4	-14	-10	0.5	21	-5	15
O=C(NC(=O)c1cccc(OC(F)(F)C(F)F)c1)OC1CCS(=O)(=O)C1 (configuration not stated)	-11	7	0.6	-5	5	-0.6	-8	-7	8
COc1ccc(CCC(=O)NCc2ccc3c(c2)OCO3)cc1	-13	13	0.6	3	3	0.7	18	-3	-2
CC[C@]12c3[nH]c4cc(-c5ccco5)ccc4c3CCN1C(=O)[C@@H](CC(=O)NCCN1CCOCC1)C[C@@H]2C(=O)N1CCN(C(=O)c2ccco2)CC1	5	0	0.4	.	-8	.	-6	-5	-1
C/[N+]([O-])=C\c1ccc([N+](=O)[O-])o1	-11	11	-0.1	0	-7	1.6	.	-4	.
C/C(=C\c1ccc(N)cc1)c1nc2ccccc2[nH]1	-11	-11	0.1	-4	-1	-0.8	7	-7	-1
O=C1C=C(N(CCO)Cc2ccccc2)c2ccccc2C1=O	-15	9	1.3	.	.	.	.	-2	.
O=C(NCCc1ccccc1)C(=O)NCc1ccncc1	-3	20	14	-8	2	0.0	-13	-11	1
Cc1cc(C)nc(NS(=O)(=O)c2ccc(NC(=O)Cc3ccc(F)cc3)cc2)n1	3	-2	0.1	6	-9	0.5	-16	-2	4
Cc1ccc(C(C(=O)NCCc2ccccc2)N(C(=O)c2csnn2)C2CC2)cc1 (configuration not stated)	-12	22	1.5	-6	1	-1.0	-13	-6	-4
O=C(OC1CCCCC1=O)c1cc(S(=O)(=O)N2CCOCC2)ccc1F (configuration not stated)	-17	20	0.7	0	-8	1.0	-29	-2	11
c1coc(CN(Cc2cccs2)Cc2nnnn2C2CCCCC2)c1	-4	2	0.1	-12	-28	-1.4	2	-1	-3
COc1cc(N=Nc2c(O)c3ccccc3[nH]c2=O)c(OC)cc1N=Nc1ccccc1	11	-3	-0.1	0	-12	1.0	.	-4	.
COc1ccc(Cc2nnc(N/N=C/c3ccc(O)cc3O)[nH]c2=O)cc1OC	-11	3	-0.1	-2	-7	-0.2	-6	-3	2
CCCN1CCC(NC(=O)Nc2ccc(F)cc2F)CC1	0	10	0.1	3	-19	0.2	-2	-6	9
O=C(Nc1cccc(S(=O)(=O)N2CCCC2)c1)c1ccncc1	6	-15	2.2	-2	-15	5.0	-15	-5	1
CCOC(=O)C1CCCN(C(=O)c2cc(COc3ccc(C)nc3)on2)C1 (configuration not stated)	-7	13	6.5	.	.	.	4	27*	18
COc1ccc2c(CN(C)c3ccccc3)cc(=O)oc2c1	-11	18	7.8	.	.	.	-11	-7	10
Cc1onc(-c2ccccc2)c1C(=O)Nc1ccon1	-17	16	0.4	2	-9	0.4	-1	-6	10
N#CCC(=O)Nc1ccc(C(=O)Nc2ccc3c(c2)OCO3)cc1	-20	16	0.8	-3	-12	0.3	-3	-5	7
CCN(c1ccccc1)c1nc2nonc2nc1NCCO	-3	-1	0.2	-2	-8	1.2	-25	-3	0
COc1ccc(CC(=O)NCc2n[nH]c(=S)n2-c2ccccc2)cc1	-13	8	0.3	-8	-13	0.9	5	-3	2
CCCn1c(=O)c(C(=O)Nc2ccccc2N)c(O)c2ccccc21	-10	-4	0.7	.	.	.	-20	-3	2
CCC(C)(C)NC(=O)C(c1ccc(F)cc1)N(Cc1cccc(OC)c1)C(=O)c1cnccn1 (configuration not stated)	0	4	0.0	-10	-29	-1.1	-9	-3	3
CCCCc1ccc(NC(=O)C(C)CC)cc1 (configuration not stated)	1	-14	-0.3	1	5	-1.4	-2	-5	0
CCOc1ccc(-c2noc(CCC(=O)NC3CCCCC3)n2)cc1OC	-20	29	1.2	-2	-6	1.1	-23	0	1
COc1ccccc1NS(=O)(=O)c1cc(NC(=O)c2ccncc2)ccc1N1CCCC1	-13	10	0.8	-11	-7	-1.1	29	-8	10
CCOC(=O)c1oc2cc(O)cc(O)c2c(=O)c1OCc1ccccc1	2	9	1.4	-5	-8	0.3	-39	0	0

Compound profiles (already shown). Values in the order: CHO-K1 Ca antag	M1 PAM parental	CHO-K1 Ca ag	OXTR potentiator	CHO parental Ca	V1aR counter	TAAR1 antagonist	M1 ag	TAAR1 ag
CCOC(=O)c1oc2cc(O)cc(O)c2c(=O)c1OCc1ccccc1 in the list: 2	9	1.4	-5	-8	0.3	-39	0	0
Cc1onc(-c2ccccc2)c1C(=O)Nc1ccon1 in the list: -17	16	0.4	2	-9	0.4	-1	-6	10
COc1ccc2c(CN(C)c3ccccc3)cc(=O)oc2c1 in the list: -11	18	7.8	.	.	.	-11	-7	10

Continued:
SMILES	CHO-K1 Ca antag	M1 PAM parental	CHO-K1 Ca ag	OXTR potentiator	CHO parental Ca	V1aR counter	TAAR1 antagonist	M1 ag	TAAR1 ag
c1ccc(-c2nnc(CN3CCCc4ccccc43)o2)cc1	3	9	0.3	-5	-21	0.1	3	-5	5
COc1ccccc1C(=O)N/C(=C/c1ccc2c(c1)OCO2)C(=O)Nc1cccc(C(=O)O)c1	-7	-18	-0.2	-10	0	0.7	4	-3	-3
COCCCNC(=O)CSc1nc2c(sc3ccccc32)c(=O)n1CCCC(=O)NCC1CCCO1 (configuration not stated)	-17	31	0.5	-10	-9	-0.6	-2	-8	5
CC1CCC(C(O)(C(=O)c2ccccc2)c2ccccc2)C(=O)C1 (configuration not stated)	-19	15	-0.5	.	.	.	-18	-8	8
CC(=O)c1cccc(-c2ccnc3c2CC(C(=O)NCc2ccc(F)c(F)c2)O3)c1 (configuration not stated)	4	5	1.9	.	.	.	8	-3	1
Nc1ccc(-c2cc3ccccc3oc2=O)cc1	5	-6	-0.4	-10	-1	-1.3	-5	-8	0
CCCCSc1nc2c(cnn2-c2ccc(Cl)cc2)c(=O)[nH]1	6	-6	0.1	-11	-10	1.1	7	1	2
Fc1ccc(OCCOCCN2CCCC2)cc1	-2	0	0.8	11	-5	1.6	-3	-6	2
Cc1nnc(NC(=O)CSc2nnc(Cc3ccccc3)n2Cc2ccccc2)s1	-2	21	0.6	-2	-36	1.2	-13	-4	8
CCOc1cc(S(=O)(=O)NCCCN2CCOCC2)ccc1F	5	1	0.3	-5	-10	1.4	-18	-3	-1
CC(=O)Nc1ccccc1OC(C)C(=O)N1CCC(C)CC1 (configuration not stated)	-14	13	3.0	-13	-8	0.3	-4	-2	-1
COc1ccc(/C(N)=N/OC(=O)Cc2ccccc2)cc1	2	-6	-0.1	-9	-18	2.9	21	-9	11
Cc1ccc(S(=O)(=O)N(c2cccc(C(F)(F)F)c2)C2C=CS(=O)(=O)C2)cc1 (configuration not stated)	-13	-12	0.4	-5	-6	-0.7	4	-3	8
O=C(CSc1nnc(Nc2ccccc2F)s1)NC1CCCC1	-11	10	0.6	2	-11	0.4	-14	-3	14
O=C1CSC(c2ccccn2)N1c1ccc(C(F)(F)F)cc1 (configuration not stated)	16	-15	0.4	-7	-4	0.3	-22	-7	1
CC(C)CN(C(=O)COC(=O)c1ccc(-c2ccccc2)cc1)C1CCS(=O)(=O)C1 (configuration not stated)	-7	14	1.0	-12	-5	7.2	-28	-4	5
COCCOC(=O)C1=C(C)N=C2SCCC(=O)N2C1/C=C/c1ccccc1 (configuration not stated)	-4	6	0.2	-8	1	-0.1	-20	-1	3
Cc1cc(C)nc(N(C#N)Cc2ccccc2)n1	14	10	0.3	-5	-4	-0.8	0	-4	6
CC1CC(C)(C)NC(=S)N1CCCC(=O)Nc1ccc(F)cc1 (configuration not stated)	-12	6	1.0	-12	3	-0.1	-21	-6	1
Cc1ccccc1C(=O)Nc1ccccc1NC(=O)c1ccccc1Br	-9	-22	1.2	9	-10	-0.3	22	-2	7
COc1cccc(NC(=O)c2cc(-c3ccco3)nc3ccccc23)c1	-2	4	2.6	-8	-4	1.5	43	-2	6
COc1ccc(-n2c(=S)[nH]c3c(sc(=S)n3-c3ccccc3)c2=O)c(OC)c1	-2	-5	0.0	4	-1	0.4	-15	-4	1
CCc1c(C)c(C#N)c2nc3ccccc3n2c1NC	14	4	0.0	-12	-1	0.2	-13	-3	0
O=C(c1ccc(F)cc1)C1CCN(C(=O)N2CCOCC2)CC1	11	-11	0.3	0	-11	-0.1	-11	-5	7
CCOC(=O)c1cc(S(=O)(=O)N2CC(C)CC(C)C2)cn1C (configuration not stated)	-4	3	6.5	0	4	-1.1	-30	-3	-2
